PTAP TSG101 blk = blocks PTAP/TSG101 interaction to inhibit HIV-1 budding; Q99816; Fluorescence polarization, FITC-PTAP peptide / Tsg101 binding; Potency, µM (doses to about 115 µM), for the others: at the top dose activity change, negative = inhibition, actives largely listed as inhibitors; 340,000 tested, under 10 active; active = well fitted inhibition curve with a large enough effect in the main read-out, with a control signal flat, not every such curve was filed as active; inconclusive = small, poorly fitted or top-dose-only effect, or effect the other way, or a change in a side signal; inactive = no such curve, though single readings can be large or run the other way; also: potency is read from the fitted curve at half-maximal effect; % of control where 0% means no effect
Target sequence (Q99816 whole entry, looked up): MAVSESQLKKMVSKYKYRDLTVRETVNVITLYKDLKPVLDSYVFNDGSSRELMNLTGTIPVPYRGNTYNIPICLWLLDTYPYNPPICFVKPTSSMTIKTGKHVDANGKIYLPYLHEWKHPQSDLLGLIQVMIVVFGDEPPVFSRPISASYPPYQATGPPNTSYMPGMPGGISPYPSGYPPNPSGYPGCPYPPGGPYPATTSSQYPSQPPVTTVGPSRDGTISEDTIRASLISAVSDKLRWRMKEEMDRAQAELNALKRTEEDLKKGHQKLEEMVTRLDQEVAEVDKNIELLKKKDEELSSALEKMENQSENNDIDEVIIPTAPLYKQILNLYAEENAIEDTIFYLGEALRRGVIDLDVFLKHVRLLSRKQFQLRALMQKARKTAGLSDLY
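Fluorescence polarization binding of Tsg101 binding domain (10 uM final) to FITC-labeled PTAP peptide (50 nM final) in HEPES pH 7.5 buffer with NaCl, Tween 20, EDTA, TCEP. Compounds added before peptide; binding 20 min at RT.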
B2AR arrestin = agonists driving beta-arrestin recruitment to human beta2-adrenergic receptor. beta-arrestin recruitment to beta2AR, cell-based reporter. P07550. Potency, µM (series often up to 46.1 µM), for inactives: at the top dose activation, hits mostly activators. 0.02% of 330,000 active;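 also: potency is read from the fitted curve at half-maximal effect; 0% = DMSO controls and full agonism = EC100 isoproterenol or metaproterenol; nearly all actives have a fitted effect of over 65% in size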
Tb PFK block = inhibitors of T. brucei phosphofructokinase; Potency, µM (doses to about 57.5 µM), inactives show top-dose activity, negative = inhibition, usual class: inhibitors; 0.17% of 330,000 active; T. brucei PFK, ADP-Glo luminescence;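 also: potency is read from the fitted curve at half-maximal effect; 0% = uninhibited 1x PFK enzyme wells and -100% = no-enzyme wells; nearly all actives have a fitted effect of over 60% in size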
Target sequence (O15648 whole entry, looked up): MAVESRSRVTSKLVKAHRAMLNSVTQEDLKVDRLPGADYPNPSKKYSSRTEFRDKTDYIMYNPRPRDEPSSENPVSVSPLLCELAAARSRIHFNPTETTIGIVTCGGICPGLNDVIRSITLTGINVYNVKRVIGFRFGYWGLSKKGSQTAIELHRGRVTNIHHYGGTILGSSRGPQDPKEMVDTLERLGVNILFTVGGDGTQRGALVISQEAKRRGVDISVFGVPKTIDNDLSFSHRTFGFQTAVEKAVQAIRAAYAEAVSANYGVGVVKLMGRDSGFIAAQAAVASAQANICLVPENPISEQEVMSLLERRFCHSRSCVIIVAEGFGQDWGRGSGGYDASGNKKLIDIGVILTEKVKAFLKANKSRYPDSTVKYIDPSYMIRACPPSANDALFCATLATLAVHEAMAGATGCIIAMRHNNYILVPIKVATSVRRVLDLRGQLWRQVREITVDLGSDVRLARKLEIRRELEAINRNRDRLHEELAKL
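ADP-Glo luminescence quantified ADP after 45 min at room temperature, with 1.25 nM T. brucei PFK, 0.1 mM ATP and 0.5 mM fructose-6-phosphate in pH 8.0 TEA buffer. qHTS titrations up to 57 µM; curves classified by quality.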
TSHR antag = antagonists of human thyroid stimulating hormone receptor. P16473. TSHR-expressing cells, TSH-stimulated cAMP HTRF, 2 h; stronger effect = lower value. activity change, negative = inhibition, % at 11.5 µM. 0.2% of 330,000 active. AID 504810;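 active = activity change below a set negative limit, meaning inhibition stronger than a set level, cut at about -70% in these data; inconclusive = activity change between two set negative limits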; also: % is scaled to controls: 0 for no effect and ±100 for the full control effect
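Inhibition of cAMP made by TSHR-expressing cells under TSH stimulation (4nM final, EC80; 2 h, 37 deg C) is quantified with a one-step lysis HTRF kit, anti-cAMP cryptate versus cAMP-d2.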
Chronic BCR inh = blocks chronic active B-cell receptor signaling; ABC-DLBCL IkBa-CBG/CBR reporter, luminescence ratio, 4 h; Potency, µM (series often up to 46.1 µM), without a hit: at the highest dose ratio change, negative = lower green/red ratio, hits mostly inhibitors; 0.05% of 340,000 active; AID 493014; active = well fitted inhibition curve with a large enough effect in the signal ratio, with a control signal flat, not every such curve was filed as active; inconclusive = small, poorly fitted or top-dose-only effect, or effect the other way, or a change in a side signal; the % refers to the signal ratio;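 also: potency is read from the fitted curve at half-maximal effect; plate controls were basal doxycycline-induced cells for no effect and cells given 10 µM MG132 for full effect; MG132 reads +100%, hits lower the ratio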
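TMD8 ABC-DLBCL cells carrying doxycycline-inducible green luciferase fused to IkappaBalpha plus unfused red luciferase were exposed to compounds (up to 46 uM) for 4 hrs at 37C. Activity came from the overlap-corrected green/red luminescence ratio.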
ELG1 repair inh = ELG1-dependent DNA repair inhibition; AID 504467; 2.3% of 330,000 active; Potency, µM (highest dose often 46.1 µM), for inactives: at the top dose activity change, negative = inhibition, actives largely listed as inhibitors; HEK293T ELG1-luciferase reporter, luminescence, 16 h; DNA damage induced by 5-fluorouridine; also: potency is read from the fitted curve at half-maximal effect; % is scaled to controls: 0 for no effect and ±100 for the full control effect; nearly all actives have a fitted effect of over 55% in size
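Reporter activity after DNA damage by 5-fluorouridine is monitored. Compound-treated cells incubate 16 hr at 37 °C, then ONE-Glo is added for 30 min before luminescence reading.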
TCR activator = activates T cell receptor signaling. Potency, µM (highest dose often 9.22 µM), for inactives: top-dose activation of IL-2 secretion, usual class: activators. 330,000 tested, under 10 active. primary human leukocytes, anti-CD3, IL-2 HTRF, 48 h; also: % of control where 0% means no effect
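Primary human leukocytes receive a-CD3 beads and test compound and are incubated 48 hr. Secreted IL-2 is then assayed by HTRF, measuring 665nm acceptor emission after 320nm excitation of the europium donor.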
uPA surface inh = cell surface uPA generation inhibition. cell surface uPA generation assay, qHTS. Potency, µM (titrated, usually from 38.3 µM), for inactives: at the top dose activity change, negative = inhibition, hits mostly inhibitors. 0.31% of 330,000 active. AID 540303; active = well fitted inhibition curve with a large enough effect; inconclusive = small, poorly fitted or top-dose-only effect; inactive = no such curve, though single readings can be large or run the other way; tested in mouse RAW 264.7 cells; also: potency is read from the fitted curve at half-maximal effect; % is scaled to controls: 0 for no effect and ±100 for the full control effect; nearly all actives have a fitted effect of over 55% in size
USP2a block = blocks human ubiquitin-specific protease USP2a; Potency, µM (titrated, usually from 38.3 µM), for the others: at the highest dose activity change, negative = inhibition, hits mostly inhibitors; USP2 core, Ub-CHOP2 coupled fluorogenic reporter, 485/531; 0.01% of 330,000 active; AID 463254; O75604;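 also: potency is read from the fitted curve at half-maximal effect; plate controls were DMSO wells for no effect and full inhibition by NEM control for full effect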
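Cell-free coupled assay: 10nM USP2 core preincubated 30min RT with compound in Tris-HCl pH 8.0/CaCl2/CHAPS buffer, then 25nM Ub-CHOP2 and 25nM reporter substrate; fluorescence (Ex 485/Em 531) read after 60min RT, normalized to NEM inhibition, concentration-response curves fitted.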
Mito fusion yeast = blocks mitochondrial division or promotes mitochondrial fusion | S. cerevisiae fusion-defective mutant growth rescue, CellTiterGlo 48 h | Potency, µM (top dose mostly 46.1 µM), for the others: at the top dose growth rescue (activation), usual class: activators | 0.23% of 320,000 active;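 also: potency is read from the fitted curve at half-maximal effect; % of control where 0% means no effect; nearly all actives have a fitted effect of over 45% in size; temperature-sensitive fusion mutants such as fzo1-1 at 37 °C on non-fermentable ethanol glycerol medium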
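Compounds are tested for their ability to restore growth of mitochondrial fusion-defective yeast strains at non-permissive 37C in YPEG medium over 48 hours. Viability is quantified by luciferase luminescence.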
Eya2 phos inh = inhibitors of human Eya2 phosphatase activity | recombinant Eya2, OMFP fluorescence dephosphorylation (OMFP is methylfluorescein phosphate) | Potency, µM (titrated, usually from 76.9 µM), for inactives: top-dose activity, negative = inhibition, hits mostly inhibitors | 0.006% of 330,000 active | AID 488837; also: potency is read from the fitted curve at half-maximal effect; % is scaled to controls: 0 for no effect and ±100 for the full control effect
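Eya2 (0.2 uM) preincubated 10 min at ambient with compound, then OMFP substrate added at 50 uM; 10 min reaction in 50 mM HEPES pH 7.5, 50 mM NaCl, 5 uM MgCl2, 0.05% BSA, 1 mM DTT. Fluorescence read at Ex 485/Em 525 nm.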
The depositor's hits bear a star; ? = inconclusive; nt = no result given; [ ] = dose if it differs, or a comment. Unless noted, calls follow the shape of the dose curve; as a rule, active = well fitted curve in the direction sought with a large enough effect; inconclusive = small, poorly fitted or top-dose-only effect, or another doubt; inactive = no such curve, though single readings can be large; an effect the other way counts as inactive or inconclusive.

SMILES	PTAP TSG101 blk	B2AR arrestin	Tb PFK block	TSHR antag	Chronic BCR inh	ELG1 repair inh	TCR activator	uPA surface inh	USP2a block	Mito fusion yeast	Eya2 phos inh
CCOC(=O)C1CCN(c2ccc(C(N)=O)cc2[N+](=O)[O-])CC1	-2%	-0.4%	0%	4	-10%	-26%	4%[46.1 µM]	2%	2%	6%	-6%
O=Cc1cccn1-c1sc2c(c1C(=O)O)CCCC2	0%	4.2%	4%	8	-3%	14%	6%[46.1 µM]	3%	-1%	-1%	10%
O=C(Cn1nnc(-c2ccccc2Cl)n1)Nc1cccc(S(=O)(=O)N2CCCC2)c1	1%	-0.7%	-3%	-14	?	23µM*	0%	-4%	1%	nt	1%
c1ccc2nc(N3CCOCC3)c(N3CCOCC3)nc2c1	0%	-0.1%	-1%	-9	1%	-16%	-4%	2%	0%	0%	-11%
Cc1cccc(C(=O)N2CCN(c3ncnc4c3cnn4-c3ccccc3)CC2)c1	-2%	-1.2%	-3%	-3	-2%	15µM*	1%[46.1 µM]	3%	-5%	10%	1%
COc1cc(CN2CCN(c3cccc(Cl)c3)CC2)cc(OC)c1OC	-7%	-0.2%	1%	-8	-6%	?	0%[46.1 µM]	nt	0%	0%	-8%
CSc1ccccc1NC(=O)c1c(C)noc1C	-3%	0.5%	5%	0	6%	11%	0%	nt	1%	2%	2%
O=C(Nc1ccc(Cl)cc1)C1CCCN1C(=O)NCc1ccccc1 (configuration not stated)	-2%	0.0%	3%	20	-1%	11%	-2%	3%	3%	1%	-6%
COc1ccc(N2CCN(C(=O)CCCn3c(=S)[nH]c4cc5c(cc4c3=O)OCO5)CC2)cc1	-3%	-0.1%	-4%	-11	0%	21µM*	2%	-1%	1%	-4%	7%
CCCNC(=O)C(Cc1cccc(C#N)c1)NC(=O)c1ccc(C#N)cc1 (configuration not stated)	0%	0.2%	3%	7	3%	26%	-13%	5%	0%	-5%	-1%
Cc1c(Cl)cccc1NC(=O)Cn1nnc(C(=O)NCc2cccs2)c1N	2%	0.1%	-3%	0	4%	14%	-8%	-9%	1%	-4%	2%
CCOC(=O)Cc1csc(SCC(=O)Nc2cc(C)ccc2OC)n1	-1%	0.1%	-6%	9	?	8%	3%	-4%	2%	3%	14%
COc1cc(/C=N/NC(=O)COc2ccc(-n3cnnn3)cc2)ccc1OCC(N)=O	-2%	-1.0%	4%	-9	5%	17%	-5%	2%	0%	-2%	28%
Cc1cccc(N(CC(=O)NC(C)C)C(=O)c2ccc(N3CCCC3)nc2)c1	1%	0.4%	-1%	-1	8%	4%	6%	-2%	1%	13%	6%
CCNc1nc(C)c(CN(C(C)=O)c2ccccc2)nc1C#N	2%	-1.0%	0%	4	0%	-5%	0%[46.1 µM]	10%	2%	-1%	3%

Record cards (already shown). Screens in order: PTAP TSG101 blk | B2AR arrestin | Tb PFK block | TSHR antag | Chronic BCR inh | ELG1 repair inh | TCR activator | uPA surface inh | USP2a block | Mito fusion yeast | Eya2 phos inh
COc1cc(CN2CCN(c3cccc(Cl)c3)CC2)cc(OC)c1OC is listed with -7% | -0.2% | 1% | -8 | -6% | ? | 0%[46.1 µM] | nt | 0% | 0% | -8%
O=C(Cn1nnc(-c2ccccc2Cl)n1)Nc1cccc(S(=O)(=O)N2CCCC2)c1 is listed with 1% | -0.7% | -3% | -14 | ? | 23µM* | 0% | -4% | 1% | nt | 1%

Arranged by molecular weight (highest first): three of the compounds above.
SMILES	PTAP TSG101 blk	B2AR arrestin	Tb PFK block	TSHR antag	Chronic BCR inh	ELG1 repair inh	TCR activator	uPA surface inh	USP2a block	Mito fusion yeast	Eya2 phos inh
COc1ccc(N2CCN(C(=O)CCCn3c(=S)[nH]c4cc5c(cc4c3=O)OCO5)CC2)cc1	-3%	-0.1%	-4%	-11	0%	21µM*	2%	-1%	1%	-4%	7%
O=C(Cn1nnc(-c2ccccc2Cl)n1)Nc1cccc(S(=O)(=O)N2CCCC2)c1	1%	-0.7%	-3%	-14	?	23µM*	0%	-4%	1%	nt	1%
O=Cc1cccn1-c1sc2c(c1C(=O)O)CCCC2	0%	4.2%	4%	8	-3%	14%	6%[46.1 µM]	3%	-1%	-1%	10%

Remaining list, next part.
SMILES	PTAP TSG101 blk	B2AR arrestin	Tb PFK block	TSHR antag	Chronic BCR inh	ELG1 repair inh	TCR activator	uPA surface inh	USP2a block	Mito fusion yeast	Eya2 phos inh
CC(=O)Nc1ccc(OCCOc2ccc(/C=C3\C(=N)N4N=C(C(C)C)SC4=NC3=O)cc2)cc1	-1%	3.1%	-5%	-4	2%	11%	-3%	18%	2%	-27%	-3%
O=C(CCCC(=O)N(CC(=O)NC1CCCCC1)Cc1ccccc1)Nc1ccccn1	0%	0.5%	3%	9	9%	-6%	0%	-1%	-1%	-1%	2%
CC[C@@H]1C(c2ccc(F)cc2)=NN(c2ccccc2)[C@H]1C(=O)N1CCOC1=O	4%	-0.4%	1%	18	1%	1%	5%[46.1 µM]	-3%	4%	nt	-17%
CCOc1ccc(CN(C)C(=O)CCN2C(=O)c3ccccc3C2=O)cc1OC	-6%	-0.9%	-2%	20	-2%	7%	-2%	-1%	0%	6%	3%
Cc1cc(C)nc(N/N=C/C2=C(O)CC(c3ccc(F)cc3)CC2=O)n1 (configuration not stated)	-1%	-0.4%	1%	-6	?	10%	-3%	?	-1%	-4%	-10%
O=C(OCC(=O)N1CCc2ccccc2C1)c1cccc([N+](=O)[O-])c1	-3%	-0.4%	-1%	-7	0%	10%	-1%[46.1 µM]	-18%	5%	3%	3%
CC(=O)Nc1ccc(Nc2nnc(-c3ccc(C)c(S(=O)(=O)NCCO)c3)c3ccccc23)cc1	-7%	-0.6%	3%	4	?	0%	-2%	12%	2%	2%	8%
CCC(=O)N1CCc2cc(Br)cc(S(=O)(=O)N3CCCC(C(=O)NC(C)(C)C)C3)c21 (configuration not stated)	-1%	-0.3%	11%	12	5%	-21%	3%	8%	1%	31%	-8%
Cc1ccc(S(=O)(=O)N(C)C)cc1NC(=O)c1c(-c2c(F)cccc2Cl)noc1C	-1%	-0.1%	0%	-8	-23%	26µM*	-3%	0%	1%	1%	5%
Cc1cc(-c2ccc(C(C)C)c(S(=O)(=O)N3CCOc4ccccc43)c2)on1	-1%	0.0%	2%	-38	8%	?	-9%	-1%	0%	-17%	-14%
ONC(=Nc1ccc(Cl)cc1)c1ccc(Cl)cc1	2%	-0.3%	-4%	-4	?	?	-3%	2%	0%	13%	9%
Cc1cc(C)c(S(=O)(=O)Nc2ccc(O)c(Sc3ncn[nH]3)c2)cc1C	-6%	0.2%	-2%	-1	-4%	-8%	5%	-4%	1%	-3%	10%
COCCN1Cc2c(sc(C)c2C)N(C(=O)c2ccccc2)C1	-3%	0.0%	6%	-12	6%	?	3%	2%	3%	2%	13%
COCC(CN1CCN(C2=NS(=O)(=O)c3ccccc32)CC1)OC(=O)c1ccc(OC)cc1 (configuration not stated)	-6%	0.5%	0%	-3	1%	-12%	9%	-4%	1%	5%	?
CCN(CC)S(=O)(=O)c1cccc(-c2n[nH]c(=S)n2C(C)COC)c1 (configuration not stated)	2%	-0.1%	2%	-4	6%	11%	-3%	2%	1%	1%	-15%
COc1ccc(/C=N/N=C/c2ccc(OC)cc2)cc1	-4%	0.4%	-3%	-3	0%	20%	0%	-3%	-1%	-13%	3%
CCOc1ccc(N2CCc3c(C)nc(SC)nc32)cc1	1%	-0.2%	-2%	1	-6%	-29%	-8%	-8%	1%	-4%	-1%
CCOc1nc(NCc2ccco2)nc(Nc2ccc(OC)cc2)n1	-20%	-0.1%	2%	-4	12%	?	-54%	-2%	-9%	6%	17%

Screens: PubChem BioAssay, National Center for Advancing Translational Sciences (NCATS)
